TRHR ag: agonists of human TRH receptor. P34981. activation, % at 2 µM. 360,000 compounds, 0.18% hits. AID 493084. TRHR cells, calcium flux fluo-8, FDSS agonist mode; in the data active = activation above about 30%; note: 0% is about no effect
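Agonist-mode FDSS calcium read (Ex 480/Em 530, 1 s cycles) in 1536-well TRHR cells with fluo-8 dye, after 10-cycle baseline and 23 nL compound addition; TRH at EC20 (10 nM final) added afterwards for the enhancer phase.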
PI4K2A inh: blocks human PI4K2A kinase activity. Q9BTU6. purified PI4K2A, ADP-Glo luminescence, 1 h; stronger effect = lower value. activity change, negative = inhibition, % at 76.9 µM. 420,000 compounds, 0.13% hits. AID 1346378; in the data active = activity change below about -50%; inconclusive = mostly about -30% to -49%;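 note: -100% = wells without enzyme as full effect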
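Compounds are screened against recombinant PI4K2A using PI as substrate and ATP, the latter dispensed at 300 microM. Reactions run one hour at ambient temperature before ADP-Glo detection; full inhibition defined by wells lacking enzyme.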
D2 antagonist: D2 dopamine receptor (human) antagonism | inhibition, % at 10 µM | 340,000 compounds, 2% hits | HEK293 TREx D2 cells, calcium flux, dopamine EC80 | P14416; in the data active = inhibition above about 30%; note: 0% is about no effect
Target sequence (P14416 whole entry, looked up): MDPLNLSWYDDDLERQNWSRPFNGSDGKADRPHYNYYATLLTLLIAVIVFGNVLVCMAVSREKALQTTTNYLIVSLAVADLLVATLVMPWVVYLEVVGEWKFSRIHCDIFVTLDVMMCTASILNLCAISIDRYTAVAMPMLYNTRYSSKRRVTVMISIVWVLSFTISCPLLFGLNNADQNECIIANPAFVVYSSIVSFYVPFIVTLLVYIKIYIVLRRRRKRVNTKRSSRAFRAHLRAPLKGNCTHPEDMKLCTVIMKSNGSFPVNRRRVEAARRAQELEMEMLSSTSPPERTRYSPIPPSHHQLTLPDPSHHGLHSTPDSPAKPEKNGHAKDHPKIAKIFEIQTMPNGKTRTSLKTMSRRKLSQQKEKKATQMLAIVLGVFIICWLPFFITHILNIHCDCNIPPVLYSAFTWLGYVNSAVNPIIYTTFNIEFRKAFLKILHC
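Calcium mobilization kinetics were recorded at 1 s intervals in tetracycline-induced HEK293 T-REx D2 cells, first for 180 s after compound addition and then 180 s after EC80 dopamine.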
USP1 inh: USP1/UAF1 (human) deubiquitinase inhibition; recombinant USP1/UAF1, Ub-Rhodamine cleavage fluorescence; Potency, µM (doses to about 57.1 µM), for inactives: at the top dose activity change, negative = inhibition, hits mostly inhibitors; O94782; 390,000 compounds, 0.23% hits; note: potency is the fitted concentration of half-maximal effect; % is set by controls: 0 for no effect and ±100 for the full control effect; nearly all actives have a fitted effect of over 60% in size; inactives centre near -12
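Step one: compound is pinned into 1nM USP1/UAF1 in HEPES pH 7.8 buffer with TCEP. Step two: 15 min room-temperature incubation. Step three: Ub-Rho (150nM final) starts cleavage, tracked by fluorescence over six one-minute reads.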
D2 ag: activates the human D2 dopamine receptor | 340,000 compounds, 0.53% hits | activation, % at 2 µM | HEK293 T-REx D2 cells, calcium flux agonist mode | P14416;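 active = activation over 3 SD above normal in the single-dose calcium agonist read, cut at about 30% in these data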; note: 0% is about no effect
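Agonism scored from kinetic calcium signal (1 read/sec, 180 s) following compound pin transfer, after a 10 s baseline. Cells: HEK293 Trex line expressing inducible D2 receptor coupled to calcium, dye-loaded after overnight culture at 30 C.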
IDH1 R132H inh: human IDH1 R132H inhibition; O75874; IDH1-R132H enzyme, NADPH consumption, diaphorase/resazurin fluorescence; Potency, µM (titrated, usually from 76.6 µM), for the others: at the highest dose activity change, negative = inhibition, usual class: inhibitors; 390,000 compounds, 0.093% hits; AID 602179; note: potency is the fitted concentration of half-maximal effect; % is set by controls: 0 for no effect and ±100 for the full control effect; nearly all actives have a fitted effect of over 65% in size
Target sequence (O75874 whole entry R132H, stated change not applied): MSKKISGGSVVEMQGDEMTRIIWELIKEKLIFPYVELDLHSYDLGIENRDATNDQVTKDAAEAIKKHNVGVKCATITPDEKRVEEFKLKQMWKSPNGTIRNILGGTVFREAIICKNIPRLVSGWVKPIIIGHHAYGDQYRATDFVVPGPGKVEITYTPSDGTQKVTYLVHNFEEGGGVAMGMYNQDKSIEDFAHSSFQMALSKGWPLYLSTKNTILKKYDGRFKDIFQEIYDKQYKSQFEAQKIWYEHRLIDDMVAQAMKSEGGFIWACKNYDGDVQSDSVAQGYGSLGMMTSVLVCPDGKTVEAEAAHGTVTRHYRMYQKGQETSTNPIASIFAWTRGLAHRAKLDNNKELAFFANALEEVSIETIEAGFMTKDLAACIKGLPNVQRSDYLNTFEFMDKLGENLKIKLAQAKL
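IDH1-R132H (0.5 ug/mL) preincubated 30 min with compound, then NADPH (0.016 mM) and alpha-KG (2 mM) added; 80 min at RT, pH 7.5. Remaining NADPH coupled via diaphorase/resazurin to fluorescence (540/590 nm); concentration-response curves normalized to no-enzyme control.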
rTrxR1 inhibitor: blocks rat thioredoxin reductase 1; AID 588453; 390,000 compounds, 1% hits; recombinant rTrxR1, NADPH fluorescence consumption, selenite substrate; Potency, µM (top dose mostly 114 µM), without a hit: at the highest dose activity change, negative = inhibition, most hits filed as inhibitors; O89049; note: potency is the fitted concentration of half-maximal effect; % is set by controls: 0 for no effect and ±100 for the full control effect; nearly all actives have a fitted effect of over 65% in size
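Rat TrxR1 (90 nM in the dispensed reagent) was pre-reduced with 400 uM NADPH for 5 min at room temperature, then incubated with compound for 15 min. After 400 uM selenite was added, NADPH fluorescence (Ex 340/Em 450 nm) was followed for 8 min.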
TRHR enhancer: allosteric enhancers of human TRH receptor | enhancement, % at 2 µM | 360,000 compounds, 0.66% hits | TRHR cells, fluo-8 calcium fluorescence, EC20 TRH enhancement; in the data active = enhancement above about 30%; note: 0% is about no effect
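TRHR-expressing cells loaded with fluo-8 calcium dye were read kinetically (ex 480/em 530) during compound addition, then stimulated with an EC20 of TRH (10 nM final). Enhancement of the Gq-mediated intracellular calcium response was scored.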
TrxR1 substrate: is turned over as a substrate by rat TrxR1; AID 588456; purified TrxR1 substrate turnover, NADPH consumption readout; Potency, µM (highest dose often 114 µM), without a hit: at the highest dose activity change, negative = substrate turnover; O89049; 390,000 compounds, 0.01% hits; note: potency is the fitted concentration of half-maximal effect; % is set by controls: 0 for no effect and ±100 for the full control effect; nearly all actives have a fitted effect of over 50% in size
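Rat TrxR1, dispensed at 90 nM, was prereduced with 400 uM NADPH (final) for 5 min at ~22 deg C, then incubated with compound 15 min before 400 uM selenite. A first-read NADPH fluorescence drop versus no-compound background flagged substrates.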
* marks the source's active call; other numbers are inactive results; ? = inconclusive; / = no result given; [ ] = remark or other dose. Unless noted, calls come from the whole dose curve; as a rule, active = well fitted inhibition curve with a large enough effect; inconclusive = small, poorly fitted or top-dose-only effect; inactive = no such curve, though single readings can be large or run the other way. No enrichment for hits, and some 3.9% of all compounds hit somewhere here.

(1) C#CCNC(=O)C1=C[C@H](C2CC2)C[C@H](OCCCCO)O1
(2) O=C(CCCSc1nc2ccccc2s1)NCc1ccco1
(3) O=C(Cn1c(=O)n(CCc2ccccc2)c(=O)c2c3c(sc21)CCCC3)Nc1ccc(F)c(F)c1
(4) O=c1cc(C(F)(F)F)nc(SCc2cccnc2)[nH]1
(5) COc1ccccc1C(=O)C(O)c1ccccc1OC (centres undefined)
(6) CC1CCCCN1CC(=O)Nc1ccc(Oc2ccccc2)cc1 (centres undefined)
assay / compound,1,2,3,4,5,6
TRHR ag,-0.1,-1.5,0.5,-0.4,0.4,0.4
PI4K2A inh,-3,7,0,0,-1,-4
D2 antagonist,-6,/,/,18,10,/
USP1 inh,-22%,-20%,-19%,-21%,-12%,0%
D2 ag,0.1,/,-0.1,-1.0,1.1,/
IDH1 R132H inh,15%,10%,-6%,-1%,3%,4%
rTrxR1 inhibitor,7%,-29%,22%,1%,1%,6%
TRHR enhancer,-1,-3,3,2,0,7
TrxR1 substrate,7%,3%,3%,-2%,-8%,-9%

(7) Cc1ccc(C)c(NC(=O)C2C3C=CC(O3)C2C(=O)O)c1 (centres undefined)
(8) NC(=O)c1cc(C(N)=O)nc(Cl)n1
(9) CC(=O)c1cn(CC(=O)NCC2CCCO2)c2ccccc12 (centres undefined)
(10) Cc1nc(NC(=O)/C=C/c2ccccc2)sc1C(=O)N(C)C
(11) COc1ccc(CCC(=O)NCc2ccccc2OC)cc1
(12) CSc1sc(C(=O)NCC2CC2)cc1S(=O)(=O)C(C)C
assay / compound,7,8,9,10,11,12
TRHR ag,0.8,-0.8,0.5,0.0,-0.7,0.6
PI4K2A inh,0,0,0,-6,-6,-7
D2 antagonist,-17,7,-3,-1,28,-5
USP1 inh,-10%,-15%,-7%,-5%,-22%,-15%
D2 ag,0.1,-1.6,0.6,-0.2,0.7,-0.8
IDH1 R132H inh,0%,2%,-1%,4%,19%,0%
rTrxR1 inhibitor,-50%,2%[57.1 µM],16%[57.1 µM],-13%,35%,19%
TRHR enhancer,2,-13,4,3,0,5
TrxR1 substrate,9%[57.1 µM],0%[57.1 µM],8%[57.1 µM],-13%,12%,6%

(13) CSc1nsc(NC(=O)OCc2ccc(Cl)cc2)n1
(14) COC(=O)c1sccc1NC(=O)CN(C)NS(=O)(=O)c1ccc(F)cc1
(15) N#CC1(c2ccccc2)CCC(NCCc2ccccc2)CC1 (centres undefined)
(16) O=S(=O)(CCS(=O)(=O)c1ccccc1)c1ccccc1
(17) COc1ccc(N2CC(C(=O)OCC(=O)c3cccc(OC)c3)CC2=O)cc1 (centres undefined)
(18) Cc1cccc(N2CCN(C(=O)c3ccc(CS(=O)Cc4ccc(Cl)cc4)o3)CC2)c1C (centres undefined)
assay / compound,13,14,15,16,17,18
TRHR ag,1.1,0.3,1.8,/,-0.7,-0.7
PI4K2A inh,1,8,2,0,0,-12
D2 antagonist,15,4,46*,/,-7,-12
USP1 inh,-17%,-16%,-20%,-13%,-24%,-33%
D2 ag,-0.5,-0.1,2.7,/,-1.6,0.3
IDH1 R132H inh,12%,5%,5%,-7%,0%,-8%
rTrxR1 inhibitor,34%,-10%,14%,14%,-5%,-3%
TRHR enhancer,0,-2,17,/,-8,-1
TrxR1 substrate,-3%,4%,5%,1%,-4%,-3%

Four records drawn at random from the list so far, as already listed:
(15) N#CC1(c2ccccc2)CCC(NCCc2ccccc2)CC1 (centres undefined)
(18) Cc1cccc(N2CCN(C(=O)c3ccc(CS(=O)Cc4ccc(Cl)cc4)o3)CC2)c1C (centres undefined)
(16) O=S(=O)(CCS(=O)(=O)c1ccccc1)c1ccccc1
(17) COc1ccc(N2CC(C(=O)OCC(=O)c3cccc(OC)c3)CC2=O)cc1 (centres undefined)
assay / compound,15,18,16,17
TRHR ag,1.8,-0.7,/,-0.7
PI4K2A inh,2,-12,0,0
D2 antagonist,46*,-12,/,-7
USP1 inh,-20%,-33%,-13%,-24%
D2 ag,2.7,0.3,/,-1.6
IDH1 R132H inh,5%,-8%,-7%,0%
rTrxR1 inhibitor,14%,-3%,14%,-5%
TRHR enhancer,17,-1,/,-8
TrxR1 substrate,5%,-3%,1%,-4%

(list continues)
(19) CCOc1ccc(NC(=O)CN(C)S(=O)(=O)c2cccs2)cc1
(20) CC(=O)n1nc(-c2ccc(C)cc2)nc1NCc1ccc(F)cc1
(21) CN(C)N1C(N)=C(C#N)C(c2ccc(Br)cc2)C2=C1CC(C)(C)CC2=O (centres undefined)
(22) CCOC(=O)C(CC)Sc1ccc2nnc(-c3cccnc3)n2n1 (centres undefined)
(23) Cc1ccc(C(CC(=O)N2CCOCC2)c2ccco2)cc1 (centres undefined)
(24) CC(=O)c1ccc(N2CCN(C(=O)C3CCCN(c4ncnc5c4nc4n5CCCCC4)C3)CC2)cc1 (centres undefined)
assay / compound,19,20,21,22,23,24
TRHR ag,0.0,0.0,-0.8,-0.3,0.3,-0.6
PI4K2A inh,-1,-2,-5,18,-3,5
D2 antagonist,-6,-4,-7,9,-2,-16
USP1 inh,-7%,-9%,3%,-3%,-6%,1%
D2 ag,-0.4,0.3,-0.2,3.8,0.2,0.3
IDH1 R132H inh,3%,0%,5%,4%,4%,0%
rTrxR1 inhibitor,8%[57.1 µM],7%[57.1 µM],18%,5%,45µM*,5%
TRHR enhancer,0,2,12,-7,3,6
TrxR1 substrate,5%[57.1 µM],-5%[57.1 µM],6%,45%[activator],2%,-6%

(25) CCCCc1ccc(-c2csc(/C(C#N)=C\c3ccco3)n2)cc1
(26) CC1CC(C)CN(c2nc(N(C)c3ccccc3)nc(N)c2[N+](=O)[O-])C1 (centres undefined)
(27) COc1ccc(CN(C)C(=O)c2ccncc2)c(OC)c1
(28) CC1CCN(S(=O)(=O)c2ccc3c(ccc(=O)n3CC(=O)Nc3ccc(C(C)C)cc3)c2)CC1
(29) COc1ccccc1-n1cnnc1SC(C)C(=O)NCC1CCCO1 (centres undefined)
(30) CCOC(=O)C(=O)NN=C(c1ccccc1)c1ccccc1
assay / compound,25,26,27,28,29,30
TRHR ag,2.1,0.1,-0.1,0.5,0.0,0.3
PI4K2A inh,4,0,-4,5,-5,-5
D2 antagonist,10,5,10,/,-40,4
USP1 inh,-20%,-24%,-23%,-32%,-6%,-22%
D2 ag,5.6,0.4,-0.3,0.3,0.1,-0.4
IDH1 R132H inh,18%,-11%,-12%,3%,-2%,-3%
rTrxR1 inhibitor,18%[57.1 µM],2%,18%,43%[activator][57.1 µM],17%,7%
TRHR enhancer,-1,1,-1,1,-13,-6
TrxR1 substrate,3%[57.1 µM],-14%,1%,10%[57.1 µM],5%,-7%

(31) CN=c1sc(C(=O)Nc2cccc(Cl)c2)cc(=O)n1C
(32) CCN(CC)S(=O)(=O)c1ccc(NC(=O)c2cnccn2)cc1
(33) Cn1c(=O)[nH]c(=O)c2c1nc(Br)n2Cc1ccccc1F
(34) Cc1ccc(CN(CC(=O)N/N=C/c2ccco2)S(=O)(=O)c2ccc(C)cc2)cc1
(35) CCN(CC)S(=O)(=O)c1ccc(N2CCOCC2)c(NC(=O)c2ccco2)c1
(36) CN1C2CCC1CC(NC(=O)CSc1ccc(Cl)cc1)C2 (centres undefined)
assay / compound,31,32,33,34,35,36
TRHR ag,0.6,0.4,-1.0,-0.1,/,0.8
PI4K2A inh,-3,4,2,-3,-7,-2
D2 antagonist,19,7,5,2,/,10
USP1 inh,-15%,-6%,1%,-6%,5%,0%
D2 ag,1.0,0.6,0.0,0.0,/,-1.6
IDH1 R132H inh,4%,0%,4%,2%,-2%,-3%
rTrxR1 inhibitor,-17%,16%,6%,-7%[57.1 µM],-12%[2.29 µM],20%
TRHR enhancer,-5,-2,-4,3,/,19
TrxR1 substrate,-1%,-5%,7%[57.1 µM],-15%,-3%[2.29 µM],-3%

(37) CC(C)CC1NC(=O)N(CC(=O)Nc2ccccc2-c2ccccc2)C1=O (centres undefined)
(38) COc1cccc(CN2CCNC(=O)C2CC(=O)NCCCn2ccnc2)c1 (centres undefined)
(39) NC1=NC(=Nc2ccc(Br)cc2)c2ccccc21
(40) COc1ccc(C(=O)NCC(c2ccc(Cl)cc2)N2CCCCC2)cc1 (centres undefined)
(41) COc1cc(C2CC(=O)N3CN(Cc4ccccc4)CSC3=C2C#N)ccc1OCc1ccccc1 (centres undefined)
(42) O=C(CSc1ccc2ccccc2c1)N1CCN(c2ccc(O)cc2)CC1
(43) Oc1c(Br)cc(Cl)cc1C=Nc1ccc(N2CCOCC2)cc1
(44) CN(C)C(=O)c1ccc(NC(=O)COC(=O)Cn2cc(C(F)(F)F)ccc2=O)cc1
assay / compound,37,38,39,40,41,42,43,44
TRHR ag,-0.2,0.1,-0.1,-1.2,0.4,-0.7,2.5,0.4
PI4K2A inh,-1,0,-9,-3,-9,-7,-12,-1
D2 antagonist,-7,24,-7,/,/,-15,/,-4
USP1 inh,-16%,-7%,-15%,-22%,?,-22%,-20%,-7%
D2 ag,-0.2,0.5,0.5,-2.0,/,1.0,/,0.7
IDH1 R132H inh,2%,2%,23%,0%,6%,5%,4%,-3%
rTrxR1 inhibitor,24%[57.1 µM],22%,3%[57.1 µM],11%,?,16%,-13%[57.1 µM],9%
TRHR enhancer,0,-4,-3,-5,15,7,-10,2
TrxR1 substrate,9%[57.1 µM],6%,8%[57.1 µM],2%,-3%[57.1 µM],2%,-6%[57.1 µM],-4%

High-throughput results as filed in PubChem.
